Screens as filed in PubChem BioAssay.
PriA SSB inh = inhibitors of Klebsiella pneumoniae PriA binding to SSB C-terminal tail; AlphaScreen SSBct-PriA binding, biotinylated peptide; inhibition, % at 33 µM; 430,000 compounds, 0.6% hits; AID 1272365; in the data active = inhibition mostly above about 37%, no sharp cut-off; inactive = mostly below about 20%;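 note: plate controls were negative control peptide for no effect and reference peptide for full effect; strong numbers were not always called active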
An asterisk follows results filed as active; & = joins results of further samples.

cpd | SMILES | PriA SSB inh
1 | O=c1c(S(=O)(=O)N2CCCC2)cccn1Cc1noc(Cc2ccccc2)n1 | -6.0
2 | O=S(=O)(NC1CCN(c2ccc(-c3ccccc3Cl)nn2)CC1)c1cccs1 | -2.0
3 | Cn1nc(C(=O)N2CCN(c3nc4c(C(F)(F)F)cccc4s3)CC2)ccc1=O | -10.0
4 | CC1(C)C2CCC1(C)C(OCC(O)CN1CCN(Cc3ccc4c(c3)OCO4)CC1)C2 (configuration not stated) | -6.0
5 | Cn1cc(S(=O)(=O)N2CCCN(C(=O)NCCc3ccccc3)CC2)cn1 | -12.0
6 | CCN(CC)CCN1C(=O)C(=O)C(=C(O)c2ccc(Cl)cc2)C1c1ccncc1 (configuration not stated) | -1.9
7 | COc1ccc(N2CCN(CCNS(=O)(=O)c3ccc(C)s3)CC2)cc1 | -1.0
8 | Cc1cc2c(c(=O)n1Cc1cccs1)[C@H](c1ccc3c(c1)OCO3)C(C#N)C(=N)O2 (some centres not stated) | -12.0
9 | CCc1cccc(-n2ccn(CC(=O)Nc3ccc(OC)c(Cl)c3)c(=O)c2=O)c1 | -1.0
10 | COc1ccc(NCC(O)Cn2c3ccc(Br)cc3c3cc(Br)ccc32)c(OC)c1 (configuration not stated) | 19.0
11 | COC(CNC(=O)CSC1CCCC1)c1ccccc1Cl (configuration not stated) | -11.0
12 | CC1(C)CC(=O)CC(=NNC(=O)CCCOc2ccc(Cl)cc2Cl)C1 | -15.5
13 | O=C(CSc1nccn1-c1ccc([N+](=O)[O-])cc1)NCCc1ccccc1 | 14.0
14 | CCn1cc(S(=O)(=O)N(C)C)cn1 | 1.0
15 | NCC(O)C1CCCCC1 (configuration not stated) | -1.0
16 | COC1CCN(c2ccc(C(=O)N3CCN(c4ccc(C(F)(F)F)cn4)CC3)cc2)C1 (configuration not stated) | -14.0
17 | CCCC(=O)NCCn1ncc2c(=O)n(Cc3cccc(C(F)(F)F)c3)cnc21 | -1.0
18 | COc1ccc(S(=O)(=O)Nc2cccc(-c3nc4cccnc4s3)c2C)cc1OC | -6.0
19 | CCN1CCN(C(=O)NCC2(O)Cc3ccccc3C2)C(=O)C1=O | -1.0
20 | O=c1oc2ccccc2c(O)c1C=Nc1ncccn1 | -9.0&6.0
21 | COc1cc(C(=O)NCc2cccnc2)ncn1 | -6.0
22 | O=C(N1CCOC(c2ccc(C(F)(F)F)cc2)C1)C1(c2cccs2)CCCC1 (configuration not stated) | -10.0
23 | Cn1c(C(F)(F)F)nn(CC(=O)N2CCC(Cc3ccccc3)CC2)c1=O | -4.0
24 | O=C(O)c1cnc(NCc2ccco2)nc1-c1ccccc1 | -8.0
25 | C=C(C)CNC(=S)NN=Cc1c(F)cccc1F | -6.5
26 | Cc1cc(C)n(CCNC(=O)c2cc(C3CC3)on2)n1 | -2.0
27 | Cc1ccnn1CC(=O)NN=Cc1ccc2c(c1)OCO2 | -3.4
28 | CCS(=O)(=O)N1CCCc2cc(NC(=O)c3cn(C)nn3)ccc21 | -5.0
29 | Cn1c(=O)c2cc(C(=O)NCC3COc4ccccc4O3)sc2n(C)c1=O (configuration not stated) | -17.0&3.0
30 | CCC(C(=O)NCc1cc(C)nc(N2CCCC2)n1)c1ccccc1 (configuration not stated) | -24.0
31 | COc1ccccc1CNC(=O)c1n[nH]nc1Nc1ccccc1 | -17.0
32 | CCC(=O)Nc1ccc(NC(N)=Nc2nc(C)cc(C)n2)cc1 | -16.2
33 | O=C(CCSc1ccccc1)NCCn1ccn2nc(-c3ccco3)cc12 | 23.0
34 | O=C(Nc1ccc(Br)cc1F)c1ccc(NS(=O)(=O)c2cccc(Cl)c2)cc1 | -10.0&7.0
35 | CCOc1ccccc1NC(=O)Cc1csc(SCC(=O)Nc2cccc(NC(C)=O)c2)n1 | 19.0
36 | CC(C)(C)c1ccc(C=NOCC(=O)NCc2ccccc2)cc1 | -31.2
37 | CC(=NNC(=O)C1CC1)c1ccc(N2CCOCC2)cc1 | -17.5
38 | O=C(c1cc(-c2ccco2)on1)N1CCS[C@H](c2ccccc2F)CC1 | 5.0
39 | NC(=NS(=O)(=O)c1ccc(Cl)cc1)N1CCOCC1 | -1.1
40 | Cn1c(=O)oc2ccc(S(=O)(=O)N(CCc3cccs3)Cc3ccco3)cc21 | -26.0
41 | COc1ccc(C(C)=NN2CCCCC2)c(O)c1 | -12.1
42 | Clc1cccc(C2N(c3ccccc3)CCN2c2ccccc2)c1Cl | -15.0&-12.0
43 | CC1(C)COc2cc(NS(=O)(=O)c3ccc(F)cc3F)ccc2NC1=O | -3.0
44 | COC(=O)C1C2c3ccccc3OC1(C)N=C1SCC(=O)N12 (configuration not stated) | -11.0
45 | O=C(Cn1cnc2c([nH]c3ccccc32)c1=O)N1CCN(Cc2ccc3c(c2)OCO3)CC1 | -9.0
46 | Cc1ccc(OCC(=O)NN=Cc2cccn2C)c([N+](=O)[O-])c1 | 14.8
47 | COc1ccc(C(C)C)cc1S(=O)(=O)Nc1cccc(C)n1 | -20.0
48 | O=C(C1CCCC1)N1CCCC(c2nnc(-c3ccc4c(c3)OCO4)o2)C1 (configuration not stated) | -15.0
49 | O=C(NC(=S)Nc1nc(-c2ccccc2)cs1)c1ccc(S(=O)(=O)N2CCCC2)cc1 | 16.0
50 | Cc1nn(C)c(C)c1C(=O)N1CCCC(Cc2nc(C3CC3)no2)C1 (configuration not stated) | -1.0
51 | CCS(=O)(=O)c1ccccc1C(=O)Nc1nc(-c2ccccn2)cs1 | -5.0
52 | O=C(O)C1CCN(S(=O)(=O)c2ccccc2[N+](=O)[O-])CC1 | -12.0
53 | COc1ccc(C(C)NC(=O)Cn2cc(C#N)c3ccccc32)cc1 (configuration not stated) | -12.0
54 | COc1cn(CC(=O)Nc2cccc(C)c2C)c(CN2CCCCCC2)cc1=O | 0.0
55 | O=C1NCCN1C(=O)NCC(O)c1ccc(C(F)(F)F)cc1 (configuration not stated) | -5.0
56 | COc1ccc(OC)c(N2CC(c3nc(-c4ccc5c(c4)OCO5)no3)CC2=O)c1 (configuration not stated) | 2.0
57 | CC1=C(C(=O)Nc2ccccc2F)C(c2cccc([N+](=O)[O-])c2)NC(=O)N1 (configuration not stated) | -9.0
58 | CC(=NS(=O)(=O)c1ccc(C)cc1)NC(=S)Nc1ccc(C)cc1 | -9.2
59 | COc1ccc(C(=S)N2CCN(C(=S)c3c[nH]c4ccccc34)CC2)cc1 | 3.0
60 | Cc1cc([C@@H](O)CCNC(=O)c2c(-c3ccccc3Cl)noc2C)c(C)o1 | -3.0

Given with each value named: entries from further up
58: CC(=NS(=O)(=O)c1ccc(C)cc1)NC(=S)Nc1ccc(C)cc1
  PriA SSB inh: -9.2
56: COc1ccc(OC)c(N2CC(c3nc(-c4ccc5c(c4)OCO5)no3)CC2=O)c1 (configuration not stated)
  PriA SSB inh: 2.0
55: O=C1NCCN1C(=O)NCC(O)c1ccc(C(F)(F)F)cc1 (configuration not stated)
  PriA SSB inh: -5.0
60: Cc1cc([C@@H](O)CCNC(=O)c2c(-c3ccccc3Cl)noc2C)c(C)o1
  PriA SSB inh: -3.0

(continued)
cpd | SMILES | PriA SSB inh
61 | COc1ccc(C[C@](C)(O)CNC(=O)C(=O)Nc2ccc3c(c2)OCCO3)cc1 | -8.0
62 | COc1ccc([C@H](c2c(NC(C)=O)sc3c2CCCC3)N2CCN(CCO)CC2)cc1OC | 4.0
63 | CCCCCc1ccc(-c2ccc(C(=O)Oc3ccccc3F)cc2)nc1 | -6.0
64 | Cc1nc(-c2ccccc2Cl)sc1CNS(=O)(=O)c1cccs1 | -1.0
65 | Cn1c(=NC(=O)c2cc(-c3ccccc3)nc3ccccc23)sc2c3ccccc3ccc21 | 4.0
66 | O=C(NN=Cc1coc2ccccc2c1=O)c1cn(-c2ccccc2)nc1-c1ccc(F)cc1 | -13.9
67 | Oc1c(Br)cc(C=Nn2c(-c3ccccc3)n[nH]c2=S)cc1Br | -15.2
68 | COc1ccc2sc(N3CCN(c4ccccc4)CC3)nc2c1 | -19.0
69 | O=C(Nc1cnn(C[C@H]2COc3ccccc3O2)c1)c1ccc(=O)[nH]n1 | -19.0
70 | O=C(O)c1cc(NN=C2CC(c3ccccc3)Oc3ccccc32)ccc1Cl (configuration not stated) | -39.5
71 | O=C(c1nc2ccccc2s1)N1CCC(CSC2=NCCS2)CC1 | -8.0
72 | Cc1cc([C@@H](O)CCNC(=O)Nc2c(F)cccc2F)c(C)o1 | -3.0
73 | CCOc1nn(CC)cc1C(=O)NCc1ccc2c(c1)OCO2 | -1.0
74 | COC(=O)c1ccc(S(=O)(=O)Nc2ccc(CC(=O)NCc3cccs3)cc2)cc1 | -16.0
75 | Cc1cccc(NC(=NS(=O)(=O)c2ccccc2)C(F)(F)F)c1 | -2.6
76 | Nc1nc(-c2ccoc2)cs1 | -17.0
77 | O=S(=O)(Nc1cc(Sc2ncn[nH]2)c(O)c2ccccc12)c1cccs1 | 0.0
78 | CCC(=O)Nc1ccc(SCC(=O)Nc2nc3ccc(C)cc3s2)nn1 | -6.0
79 | CC(C)CCN1C(=O)CCc2cc(NC(=O)c3ccc(Br)o3)ccc21 | -10.0
80 | Cc1cc(C)c2nc(N(Cc3cccnc3)C(=O)c3ccnn3C)sc2c1 | 7.0
81 | Cc1nsc(C(=O)NCc2cccs2)n1 | -8.0
82 | Cc1ccc(N=C2NC(=O)/C(=C/c3cccnc3)S2)cc1 | -3.0
83 | Cc1ccc(OC2CCN(C(=O)c3cnn(-c4ccccc4)n3)CC2)nn1 | -4.0
84 | COc1ccccc1N(CC(=O)NN=C(C)c1cccc(Br)c1)S(C)(=O)=O | -1.5
85 | C/C(C=Nn1c(-c2ccncc2)n[nH]c1=S)=C\c1ccco1 | -1.9
86 | Cn1cc(C(=O)Nc2ccc(Cl)cc2)nn1 | -7.0
87 | COc1ccc(C=NN=C(N)N)cc1 | -0.6
88 | O=C(NC[C@H]1COCCO1)c1nnn(Cc2ccccc2F)c1-c1ccncc1 | -10.0
89 | COc1ccc(/C=C/C(=O)Nc2nnc(-c3cccc(S(C)(=O)=O)c3)o2)cc1OC | -14.0
90 | COc1cc(NS(C)(=O)=O)c2ncccc2c1 | 21.0
91 | S=c1[nH]nc(-c2ccccn2)n1N=Cc1ccc(Cl)c(Cl)c1 | -1.2
92 | Cc1nc(N2CCN(C(=O)C3(c4ccccc4)CC3)CC2)cc(C(F)(F)F)n1 | -11.0
93 | Cc1cc2cc(CNC(=O)/C=C\c3ccccc3)ccc2[nH]1 | 20.0
94 | CC(=NNS(=O)(=O)c1cccc([N+](=O)[O-])c1)c1cccnc1 | -7.2
95 | O=C(NCc1cccnc1-c1ccsc1)C1(c2ccc(F)cc2)CC1 | 3.0
96 | Cc1ccc2[nH]c3c(=O)n(CCC(=O)N4CCN(c5ncccn5)CC4)cnc3c2c1 | -21.0&-8.0
97 | CCOc1cc(C(=O)OCn2c(SC)nnc(C)c2=O)cc(OCC)c1OCC | 2.0
98 | O=C(NCc1ccc(Cl)cc1)C(=O)NCc1ccc(C(=O)c2ccccc2)s1 | -8.0
99 | COc1ncc(NS(=O)(=O)c2ccccc2Cl)c(N(C)C)n1 | 6.0
100 | Cc1ccc(CN2CCN(N=Cc3ccc(C)s3)CC2)c(C)c1 | 39.6
101 | COc1ccc(O)c(C=NNC(=S)Nc2cccnc2)c1 | 80.3
102 | Cc1ccc(O[C@H]2CCN(C(=O)CC3CC3)C2)nn1 | -7.0
103 | CCOc1cccc(-c2cc(C(=O)N/N=C\C=C\c3ccccc3)[nH]n2)c1 | 21.0
104 | O=S(=O)(NCC1(c2cccs2)CCCC1)c1cccs1 | -15.0
105 | O=S(=O)(NCC1(O)CCOc2ccccc21)c1ccc(Br)s1 (configuration not stated) | 14.0
106 | Cn1c(=O)oc2ccc(S(=O)(=O)NC3CCN(c4nccs4)CC3)cc21 | -4.0
107 | O=C(C[C@H]1C/C=C/CCC(=O)OC[C@H]2CCCN2C1=O)NCCO | 4.8
108 | O=C(NN=Cc1ccc([N+](=O)[O-])s1)c1ccccc1Br | 11.5
109 | Cc1ccc(C(=O)Nc2ccc3c(c2)C(=O)Nc2cc(Cl)ccc2O3)cc1 | 21.0
110 | Cn1ncc(Br)c1C(=O)NN=Cc1ccc(OS(=O)(=O)c2ccccc2)cc1 | -5.8
111 | Cc1cc(C)c2nc(C)cc(NC(=O)Cc3cccs3)c2c1 | -12.0&-6.0
112 | COc1ccccc1NC(=O)c1c(O)c2cccnc2n(-c2ccccc2)c1=O | -2.0
113 | CC(/C=C/C=C/c1ccccc1)=NNC(=O)c1ccc2c(c1)OCCO2 | -2.5
114 | CCOc1ncccc1C(=O)Nc1c(C)nc2sccn2c1=O | -1.0
115 | CC(C)NC(=O)CSc1nc2cc3c(cc2c(=O)n1Cc1ccc(C(=O)NC(C)C)cc1)OCO3 | -13.0
116 | COc1cccc(N2C[C@@H](C(=O)NCc3ccsc3)CC2=O)c1 | 3.0
117 | CCCc1nnsc1C(=O)N1CC(S(=O)(=O)CC(C)C)C1 | -11.0
118 | O=C(CNC(=O)c1ccccc1Br)NN=Cc1cccs1 | 15.3
119 | NC(Cc1cccs1)=NOC(=O)COc1ccc(Br)cc1 | -34.7
120 | COC(=O)c1sccc1S(=O)(=O)N(Cc1cc(C2CC2)n(C)n1)Cc1ccco1 | 2.0

(continued)
cpd | SMILES | PriA SSB inh
121 | N#C[C@@H](N)Cc1ccccc1 | -14.0
122 | Cc1nnc(NC(=O)c2cccc(C(F)(F)F)c2)s1 | 0.0
123 | CCOC(=O)N1CCC(NC(=O)Cn2c(Nc3cccc(F)c3)nc(C)cc2=O)CC1 | 22.0
124 | COc1nn(C)cc1-c1nnc(SCc2cccc(C(F)(F)F)c2)n1C | -12.0
125 | CS(=O)(=O)N(CC(=O)NN=Cc1ccc(OCC(=O)N2CCOCC2)cc1)c1ccccc1Cl | 4.9
126 | O=c1c2c(nc3ccc(Cl)cn13)CCN(S(=O)(=O)C1CC1)C2 | -10.0
127 | Cc1ccc[n+](-c2[nH]c(=O)sc2C=NN=C([O-])c2cccnc2)c1 | 6.9
128 | Cc1cc(C)nc(SCCCn2c(N3CCC(C(N)=O)CC3)nc3c2c(=O)[nH]c(=O)n3C)n1 | 4.0
129 | Cc1cc(Cl)ccc1OCC(=O)N1CCc2nc3ccccn3c(=O)c2C1 | 3.0
130 | COc1ccc(N2Cc3cc(Cl)cc(OC)c3OCC2=O)cc1Cl | -18.0
131 | Cc1cc(OC2CCN(C(=O)c3ccc(-c4cccs4)cc3)C2)cc(=O)n1C (configuration not stated) | -4.0

A portion of the library, so the mix of outcomes need not match the whole.
